# High-throughput results (PubChem BioAssay)
# phage Ecoli inh: growth loss of phage-infected E. coli, primary screen, RecBCD inhibitor project, absorbance, with phage, HTS; inhibition, % at 11.9 µM; actives 0.26% (n = 360,000); in the data active means inhibition above about 11%
# PfHsp90 yeast 2: growth inhibition of PfHsp90-expressing yeast, primary screen, antimalarial PfHsp90 inhibitor project, S. cerevisiae, BacTiter-Glo luminescence, single point, set 2; BacTiter-Glo ATP, 48 h; yeast lacking PDR1 and PDR3 efflux regulators; inhibition, % at 9.4 µM; actives 0.32% (n = 310,000);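 active means every replicate shows inhibition above about 80%, whatever the replicate mean, limit read from the data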;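 further: 0% = DMSO neutral controls and 100% = 20 µM radicicol positive controls; yeast relying on Plasmodium falciparum Hsp90 in place of its own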
# Pemphigus Ab inh: inhibitors of pemphigus antibody binding to DSG3, primary screen, biochemical, bead-based, flow cytometry, scFv-GFP | Desmoglein-3 (Homo sapiens), P32926 | DSG3-coupled beads, scFv-anti-DSG3-GFP binding; active compounds read low | binding (percent of control), % at 10 µM | actives 0.48% (n = 310,000);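 active means binding more than 3 SD below its plate's average and above zero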;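 further: hits lower antibody fragment binding to DSG3; some compounds called inactive have numbers as strong as hits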
# OPRM1-OPRD1 inv: inverse agonists of MOR-DOR heterodimerization, primary screen, cell-based, luminescence; Mu-type opioid receptor (Homo sapiens) + Delta-type opioid receptor (Homo sapiens), …; cell-based MOR-DOR heterodimer luminescence, inverse agonism; inhibition, % at 9.3 µM; actives 0.21% (n = 340,000); AID 504357, 2011; in the data active means inhibition above about 22%, passing the limit was not always enough;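 further: 0% = cells with DMSO and 100% = wells without cells with DMSO; values of inactives mirror those of a sister screen read the other way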
# Target sequence (P35372 whole entry, looked up): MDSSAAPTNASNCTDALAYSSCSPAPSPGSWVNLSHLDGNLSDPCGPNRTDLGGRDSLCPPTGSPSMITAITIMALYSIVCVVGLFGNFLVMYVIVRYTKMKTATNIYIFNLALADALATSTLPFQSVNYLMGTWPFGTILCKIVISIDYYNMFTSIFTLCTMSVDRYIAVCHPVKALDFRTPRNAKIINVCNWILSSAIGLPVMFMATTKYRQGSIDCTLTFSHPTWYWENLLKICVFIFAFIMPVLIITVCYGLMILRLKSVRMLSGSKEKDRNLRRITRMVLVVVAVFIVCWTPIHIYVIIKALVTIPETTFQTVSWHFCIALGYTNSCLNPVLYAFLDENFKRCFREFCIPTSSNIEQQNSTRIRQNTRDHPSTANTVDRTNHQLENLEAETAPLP
# Target sequence (P41143 whole entry, looked up): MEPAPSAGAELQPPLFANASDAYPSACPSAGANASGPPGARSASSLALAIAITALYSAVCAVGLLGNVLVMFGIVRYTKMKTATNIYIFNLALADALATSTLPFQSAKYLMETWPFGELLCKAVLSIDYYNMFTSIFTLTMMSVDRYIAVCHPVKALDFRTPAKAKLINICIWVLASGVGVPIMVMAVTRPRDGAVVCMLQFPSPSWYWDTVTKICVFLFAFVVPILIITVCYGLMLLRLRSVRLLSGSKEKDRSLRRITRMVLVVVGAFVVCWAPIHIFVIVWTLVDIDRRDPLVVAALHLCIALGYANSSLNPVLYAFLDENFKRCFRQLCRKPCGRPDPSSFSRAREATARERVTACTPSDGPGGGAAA
# PKA-R1A act: activators of PKA-R1A holoenzyme, primary screen, biochemical, fluorescence polarization, Cy5-IP20, bovine R1A, mouse PKAc; cAMP-dependent protein kinase type I-alpha regulatory subunit (Bos taurus) + …; PKA-R1A dissociation; scaled: DMSO 0%, 113 µM cGMP 100%; activation, % at 11.4 µM; actives 0.083% (n = 340,000);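 active means percent activation above the mean of all tested compounds plus 3 SD, cut at about 19% in these data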;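 further: higher means more PKAc released from R1A so a rise in polarization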
# AddAB inh: growth inhibition of E. coli expressing H. pylori AddAB, primary screen, AddAB inhibitor project, absorbance; inhibition, % at 11.9 µM; actives 0.29% (n = 330,000); AID 435030, 2010; in the data active means inhibition above about 12%;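 further: 0% = vehicle wells of infected cells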
# Mot1-301 SUMO: yeast Mot1-301 growth rescue at high temperature, primary screen, SUMOylation pathway inhibitor project, S. cerevisiae, ATP luminescence, 38.5C | S. cerevisiae Mot1-301 growth rescue; percent above DMSO median, 100 means doubled | growth rescue, % at 18.8 µM | actives 1% (n = 320,000) | AID 2716, 2010;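 active means every valid replicate shows activation above 250% relative to neutral control wells; inactive means the rest, any valid replicate at or below 250%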;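 further: OY570 slx delta 5 strain wells were the positive control but not used for scaling; some compounds called inactive have numbers as strong as hits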
# HTR5A ag ctr: HTR5A agonists in luminescence cell assay, primary screen, counter-screen for OPRM1-OPRD1 heterodimer agonist project, full-deck HTS | cell-based | actives 0.61% (n = 340,000) | activation, % at 9.3 µM | 5-hydroxytryptamine receptor 5A (Homo sapiens), P47898; in the data active means activation mostly above about 9.5%, no sharp cut-off; inactive means mostly below about 7.6%;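 further: 0% = cells with vehicle only and 100% = reference agonist; strong numbers were not always called active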
# MOR-DOR ag: agonists of OPRM1-OPRD1 heterodimerization, primary screen, cell-based, luminescence; activation, % at 9.3 µM; actives 0.3% (n = 340,000); cells; AID 504326, 2011; in the data active means activation above about 18%;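 further: 0% = vehicle-treated cells and 100% = reference agonist; values of inactives mirror those of a sister screen read the other way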
# E coli growth: E. coli V3065 growth inhibition, primary screen, counter-screen for AddAB inhibitor project, absorbance, OD600 | AID 449728, 2010 | inhibition, % at 11.9 µM | 18 h | actives 0.27% (n = 330,000);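 active means inhibition above the campaign's mean inhibition across all tested compounds plus 3 SD, cut at about 9.9% in these data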;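 further: uninfected addAB+ strain grown without phage in ampicillin broth; 0% = DMSO wells and 100% = ciprofloxacin 0.95 µg/ml wells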
# HTR5A inv ag: HTR5A inverse agonists in luminescence cell assay, primary screen, counter-screen for OPRM1-OPRD1 heterodimer inverse agonist project, full-deck HTS. actives 0.083% (n = 340,000). HTR5A cell line, inverse agonism. inhibition, % at 9.3 µM. AID 504634, 2011; in the data active means inhibition mostly above about 23%, no sharp cut-off; inactive means mostly below about 18%;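 further: 0% = cells with DMSO and 100% = no-cell wells with DMSO; some compounds called inactive have numbers as strong as hits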
# Starred values were filed as active, the others as inactive; / = no result given. Hits appear at their usual frequency. Share with any hit: about 3.2%.
SMILES,phage Ecoli inh,PfHsp90 yeast 2,Pemphigus Ab inh,OPRM1-OPRD1 inv,PKA-R1A act,AddAB inh,Mot1-301 SUMO,HTR5A ag ctr,MOR-DOR ag,E coli growth,HTR5A inv ag
O=C(O)Cc1sc(Nc2ccccc2)nc1-c1ccc(Cl)cc1,1.8,-2,103,11,7,0.3,2,-2,-1.9,-1.0,4
CC1CCCN(c2ccc(C(=O)Nc3nnc(C4CC4)s3)cc2[N+](=O)[O-])C1 (configuration not stated),1.9,-14,103,2,-4,-0.7,93,-2,-0.2,-1.0,6
O=C(Nc1cnccn1)Nc1ccccc1Cl,4.8,-16,106,-10,4,-1.3,9,2,1.3,-3.9,-5
CN(CC(O)CN)CC(O)CN1CCCCC1 (configuration not stated),2.6,6,106,4,-6,2.4,-12,3,-0.7,-4.2,4
Cc1cc(C)cc(C(=O)/C=C2\NC(=O)CS2)c1,1.0,-4,109,-10,-11,-5.8,-17,3,1.7,-6.8,-18
CC(NC(=O)C(C(=O)c1cccc([N+](=O)[O-])c1)n1cc(Cl)ccc1=O)c1ccccc1 (configuration not stated),2.0,-40,99,15,-5,-0.3,-4,-6,-2.4,0.9,17
Cc1ccc(S(=O)(=O)NCCC(=O)N2CCCC(C)C2)cc1 (configuration not stated),2.6,-5,101,6,-15,0.8,-12,-6,-1.0,-0.6,14
COc1ccc(C(CCNCc2ccc(N(C)C)cc2)c2ccccc2OC)cc1 (configuration not stated),4.7,11,115,-43,-9,/,-5,1,9.0,/,-2
COc1ccc(N(CC(=O)NC2CC3CCC2C3)S(=O)(=O)c2ccc(C)c([N+](=O)[O-])c2)cc1 (configuration not stated),0.8,-3,109,10,0,0.5,-4,-2,-1.8,-1.5,6
Cc1cccc(NC(=S)NCCc2ccccn2)c1,0.2,1,99,/,/,-0.1,-4,/,/,-0.2,/
CCCc1cc(=O)oc2cc3oc(C)c(C)c3cc12,2.3,-21,101,-12,-6,0.2,11,-1,2.7,-1.1,3
Cc1ccc(C(=O)Nc2scc(-c3ccccc3)c2C(=O)O)cc1,1.1,35,102,4,1,0.4,-26,1,-0.8,-0.5,-33
Cn1cncc1C#Cc1ccc2cc(CCCO)oc(=O)c2c1,3.0,6,94,10,-7,0.4,5,5,-1.8,0.2,-9
Cc1ccc2nc(-c3ccc(O)cc3)oc2c1,1.8,11,97,3,3,3.0,-3,0,-0.7,-0.8,-1
COc1ccccc1C1NC(c2ccccc2OC)C(C)C(=O)C1C (configuration not stated),3.5,/,99,-30,-9,1.2,/,4,5.6,-4.1,-12

# Among those listed so far, these have a COOH group.
SMILES,phage Ecoli inh,PfHsp90 yeast 2,Pemphigus Ab inh,OPRM1-OPRD1 inv,PKA-R1A act,AddAB inh,Mot1-301 SUMO,HTR5A ag ctr,MOR-DOR ag,E coli growth,HTR5A inv ag
O=C(O)Cc1sc(Nc2ccccc2)nc1-c1ccc(Cl)cc1,1.8,-2,103,11,7,0.3,2,-2,-1.9,-1.0,4
Cc1ccc(C(=O)Nc2scc(-c3ccccc3)c2C(=O)O)cc1,1.1,35,102,4,1,0.4,-26,1,-0.8,-0.5,-33

# (more compounds)
SMILES,phage Ecoli inh,PfHsp90 yeast 2,Pemphigus Ab inh,OPRM1-OPRD1 inv,PKA-R1A act,AddAB inh,Mot1-301 SUMO,HTR5A ag ctr,MOR-DOR ag,E coli growth,HTR5A inv ag
CCOc1ccc(N(CC(=O)NC2CC3CCC2C3)S(=O)(=O)c2ccc(C)cc2)cc1 (configuration not stated),0.6,-13,117,14,-10,2.6,3,1,-2.5,1.5,-13
COc1ccc(CC(=O)Nc2nc(-c3cccnc3)cs2)cc1,3.0,-41,96,20,-15,1.1,-2,0,-4.0,0.4,-2
COC(=O)c1ccc(C)c(NC(=O)CCSc2ccc(Cl)cc2)c1,-4.0,-5,/,-5,-8,1.2,-4,4,1.1,0.9,10
Cc1ccc(CN2CCN(Cc3cn(C(C)C)c4ccccc34)CC2CCO)o1 (configuration not stated),-0.8,/,108,0,-1,-1.2,10,3,0.1,0.9,10
CC1(C)Cc2c(c(-c3ccco3)nc3n[nH]c(N)c23)CO1,2.2,-16,109,14,-9,0.5,-14,7,-2.5,2.2,-21
COc1cccc(NC(=S)NNC(=O)C(C)n2nc(C)c([N+](=O)[O-])c2C)c1 (configuration not stated),3.2,-12,100,7,0,-0.4,23,1,-1.2,-4.0,13
Cn1c(SCc2nc(-c3ccc(Cl)cc3)no2)nnc1-c1cccs1,1.3,/,112,5,-4,1.0,-28,-5,-1.1,-1.2,13
COc1ccc(C(=O)Nc2ccccc2C(=O)NCc2ccco2)cc1OC,4.2,-3,99,17,3,-0.3,-2,-1,-3.5,-2.0,4
CCS(=O)(=O)N1CCCC(C(=O)NCCc2ccc(C)cc2)C1 (configuration not stated),2.8,-22,112,16,0,5.6,-15,-8,-3.1,-0.3,21
Cc1cccc(-n2c(SCC(=O)N3CC(=O)Nc4ccccc43)nc3ccccc3c2=O)c1,-0.1,-2,97,5,2,0.5,-13,2,-1.1,0.4,-4
COCC(C)N1C(=O)Cc2c1nc(N)c1c(N)nc(N3CCN(c4ccccc4F)CC3)c(C#N)c21 (configuration not stated),1.3,4,99,0,-3,0.8,4,2,0.0,-1.0,-6
CC1CN(C(=O)Cn2c(C(F)(F)F)nc3ccccc32)CC(C)O1 (configuration not stated),-0.5,-7,102,/,-7,0.0,-3,/,/,-0.4,/
O=C(/C=C/c1cnc2ccccc2n1)NC12CC3CC(CC(C3)C1)C2,3.2,-66,111,-1,-3,5.9,1,2,0.2,-0.5,-28
COc1ccc(NC(=S)N2CCN(c3ccc([N+](=O)[O-])cc3)CC2)cc1OC,4.7,2,101,1,-10,4.4,-14,3,-0.2,1.7,-45
CN(Cc1nccs1)C(=O)c1ccc(OC2CCN(Cc3ccccn3)CC2)cc1,2.6,8,/,16,-4,0.9,35,0,-2.9,-0.3,-26
CCc1nccn1CCC(=O)NC1CC(C)(C)Cc2c1cnn2-c1cccc(F)c1 (configuration not stated),-2.5,-1,98,14,-13,-0.6,-9,-4,-2.6,-1.9,9
CN(C)Cc1c(C(=O)N/N=C/c2ccc(-c3ccccc3)cc2)nnn1-c1nonc1N,-0.7,-4,101,10,5,7.0,-54,1,-1.8,1.3,-5
CC(=O)Nc1ccc(NC(=O)C(C)OC(=O)C2CCCCC2)cc1 (configuration not stated),1.9,14,103,13,-23,-0.4,23,1,-3.2,1.8,-2
COCCCN(C(=O)c1ccc(N2CCCC2=O)cc1)c1c(N)n(Cc2ccccc2)c(=O)[nH]c1=O,0.5,10,104,12,-4,1.0,8,-3,-1.9,2.4,10
COCCCN(C(=S)Nc1cccc(Cl)c1)C(C)c1ccncc1 (configuration not stated),4.5,12,82,-2,-5,1.6,18,0,0.4,0.5,-11
COc1ccc(NC(=O)CCc2nc3ccccc3[nH]2)cc1,/,-1,101,15,-11,2.1,-8,1,-2.9,2.3,-3
c1ccc2c(c1)CC1(CCCC1)N=C2N1CCOCC1,1.1,-12,106,16,-4,2.1,15,4,-2.9,-0.3,-13
CCOC(=O)C1CCCN(C(=O)C2CCN(C(=O)Nc3ccccc3)CC2)C1 (configuration not stated),5.4,-13,102,15,0,-2.2,10,-4,-2.8,-1.9,-8
COc1ccc(N2CC(C(=O)Nc3ccc(S(=O)(=O)Nc4nccs4)cc3)CC2=O)cc1 (configuration not stated),1.7,-21,103,9,-3,0.3,105,5,-1.6,-0.5,-15
Cc1c(CN2CCC(n3nccc3NC(=O)C3CCOC3)CC2)[nH]c2ccccc12 (configuration not stated),-1.5,3,112,16,4,/,-1,4,-3.1,/,-1
Fc1ccc2nc(Nc3nc4c(F)cc(F)cc4s3)sc2c1,1.2,-8,100,-12,14,-1.0,-12,5,2.3,0.3,8
CCC(=O)NC(NC(=S)Nc1c(C)n(C)n(-c2ccccc2)c1=O)C(Cl)(Cl)Cl (configuration not stated),4.1,14,94,12,5,2.7,-14,-6,-1.9,1.2,17
Nc1nc(-c2ccco2)nn1C(=O)c1ccc([N+](=O)[O-])cc1,1.4,-17,115,2,2,0.3,0,-2,-0.4,-0.6,6
COc1ccc(NC(=O)c2cc3ccccc3o2)cn1,2.2,4,98,-4,1,-1.1,10,-2,0.8,-1.7,7
CCN(CC)S(=O)(=O)c1csc(C(=O)NCc2ccccc2)c1,1.6,/,99,2,-6,0.2,23,0,-0.4,1.8,-6
CCOc1ccc(S(=O)(=O)Nc2nc3ccccc3nc2-n2ccc(=NC(=O)c3ccccc3C)cc2)cc1,0.8,19,/,-3,-24,0.7,-1,0,0.6,-0.6,2
COC(=O)c1ccn(CSc2cc(Cl)ccc2Cl)n1,0.5,1,99,5,3,1.7,1,4,-1.2,1.1,-11
CCCN(CCC)C(=O)C1CCCN(S(=O)(=O)c2ccc3c(c2)oc(=O)n3C)C1 (configuration not stated),1.5,-4,/,7,-5,-0.3,2,-1,-1.3,-3.5,-3
c1ccc2c(Nc3ccc4c(c3)OCCO4)c3c(nc2c1)CCCC3,5.0,10,94,7,-4,3.5,3,-2,-1.3,-1.8,-2
Cc1cc(NC(=O)CCC(=O)N(CC(C)C)C(C(=O)NC(C)(C)C)c2ccccc2Cl)no1 (configuration not stated),0.2,-34,119,-17,-8,1.0,5,-2,2.0,-0.2,5
Cc1cccc(CCNC(=O)CCNS(=O)(=O)c2cc(Br)cnc2N)c1,1.7,0,/,2,-21,0.3,-7,-3,-0.3,-0.3,12
COc1ccccc1C(=O)NCC(=O)N/N=C(\C)Cc1ccccc1,3.9,5,/,14,-1,3.7,17,-4,-2.8,-3.1,13
O=C(Nc1ccccc1)C(=O)Nc1ccccn1,1.4,15,98,8,-4,2.6,-9,0,-1.4,0.6,1
CC(=O)c1cccc(NC(=O)N2CCCC2C(=O)Nc2cc(C)ccc2C)c1 (configuration not stated),2.0,-12,94,3,1,2.4,-12,-2,-0.6,0.4,-2
CCc1c(C(=O)Nc2ccccc2)c(C)[nH]c(=S)c1C#N,1.6,-13,93,11,-8,1.3,-4,-1,-1.9,1.2,15
O=C(O)CC(NS(=O)(=O)c1ccc2c(c1)OCCO2)c1ccccc1[N+](=O)[O-] (configuration not stated),4.6,-23,/,20,2,1.1,-9,1,-4.0,0.8,-6
